# Bioassay records from PubChem.
# NPC1 prom act: qHTS Assay for NPC1 Promoter Activators | Potency, µM (titrated, usually from 9.22 µM), for inactives: at the top dose activation, most hits filed as activators | AID 485313, 2010 | 320,000 tested, 2.4% active | Huh7 NPC1 promoter luciferase reporter, 24 h;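 note: % of control where 0% means no effect; nearly all actives have a fitted effect of over 60% in size; reporter is driven by a mutant NPC1 promoter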
#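 In 1536-well qHTS, Huh7 cells harboring an NPC1 promoter–luciferase construct received compound for 24 h; activation was quantified by luminescence following luciferase reagent addition.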
# Rab9 promoter act: qHTS Assay for Rab9 Promoter Activators. 320,000 tested, 2.8% active. Potency, µM (doses to about 9.22 µM), for inactives: at the highest dose activation, negative = inhibition, most hits filed as activators. AID 485297, 2010. Huh7 Rab9 promoter-luciferase reporter, luminescence, 24 h; note: % of control where 0% means no effect; nearly all actives have a fitted effect of over 60% in size
#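 Steps: seed 1500 Huh7 Rab9-luc cells per well, rest 2 h at 37 °C; add compound in DMSO; incubate 24 h; add luciferase reagent, 10 min ambient; read luminescence.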
# RORgamma inh: qHTS for inhibitors of ROR gamma transcriptional activity; Nuclear receptor ROR-gamma (Mus musculus), P51450; Drosophila S2 Gal4-RORgamma UAS-luciferase reporter, 20 h; Potency, µM (doses to about 53.6 µM), inactives show at the highest dose activity change, negative = inhibition, hits mostly inhibitors; 310,000 tested, 5.4% active; AID 2551, 2010; note: % is set by controls: 0 for no effect and ±100 for the full control effect; nearly all actives have a fitted effect of over 60% in size
# Target sequence (P51450 whole entry, looked up, the tested form may be a part): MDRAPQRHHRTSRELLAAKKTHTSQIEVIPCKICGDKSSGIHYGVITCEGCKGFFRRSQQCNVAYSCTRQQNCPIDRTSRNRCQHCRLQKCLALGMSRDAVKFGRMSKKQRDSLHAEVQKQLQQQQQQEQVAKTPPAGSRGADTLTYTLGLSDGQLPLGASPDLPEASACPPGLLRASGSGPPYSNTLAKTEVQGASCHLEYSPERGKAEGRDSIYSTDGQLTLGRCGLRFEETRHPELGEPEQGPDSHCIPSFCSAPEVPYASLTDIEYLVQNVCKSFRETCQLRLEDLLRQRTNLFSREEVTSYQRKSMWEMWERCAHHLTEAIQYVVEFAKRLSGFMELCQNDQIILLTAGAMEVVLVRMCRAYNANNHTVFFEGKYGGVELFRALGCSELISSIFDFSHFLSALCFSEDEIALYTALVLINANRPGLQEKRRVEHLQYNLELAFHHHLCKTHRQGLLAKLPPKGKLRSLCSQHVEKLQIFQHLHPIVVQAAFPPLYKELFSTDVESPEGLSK
#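 ROR gamma transcriptional activity was tracked as Gal4-UAS luciferase output in stably transfected Drosophila Schneider cells, with compound added 1 hr before 700 uM copper sulfate induction and a 20 hr ambient-temperature incubation.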
# VP16 counter: VP16 counterscreen qHTS for inhibitors of ROR gamma transcriptional activity. Drosophila S2 Gal4-VP16 UAS-luciferase, luminescence, 20 h. Potency, µM (titrated, usually from 53.6 µM), for inactives: top-dose activity, negative = inhibition, hits mostly inhibitors. 310,000 tested, 3.5% active. AID 2546, 2010;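 note: Gal4-VP16 expression switched on by copper sulfate through the metallothionein promoter; % is set by controls: 0 for no effect and ±100 for the full control effect; nearly all actives have a fitted effect of over 50% in size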
# ELG1 genotox: qHTS screen for small molecules that induce genotoxicity in human embryonic kidney (HEK293T) cells expressing luciferase-tagged ELG1. HEK293T ELG1-luciferase reporter, luminescence, 16 h. Potency, µM (titrated, usually from 46 µM), for inactives: at the highest dose activity change, positive = activation, usual class: activators. 330,000 tested, 1.3% active; note: % of control where 0% means no effect; nearly all actives have a fitted effect of over 60% in size
#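 HEK293T cells expressing luciferase-tagged ELG1 were exposed to compound or DMSO vehicle for 16 hr at 37 °C and 5% CO2. Luciferase activity was then measured with ONE-Glo after 30 min at room temperature.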
# p53 reactivator: qHTS assay for re-activators of p53 using a Luc reporter; H1299 p53-A138V BP100-luciferase reporter, luminescence, 24 h; AID 504706, 2011; Potency, µM (highest dose often 92.2 µM), for inactives: top-dose activity change, positive = activation, most hits filed as activators; 320,000 tested, 0.063% active; note: % of control where 0% means no effect; nearly all actives have a fitted effect of over 45% in size
#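 H1299 (p53-null), stable ts p53-A138V + BP100-Luc; 1000 cells/well, Opti-MEM/10% FBS; cpd 4 pt, 1:5; 24 h, 37 deg C, 5% CO2; detection reagent 10 min RT; luminescence.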
# MBNL1 CUG block: qHTS Assay for Inhibitors of MBNL1-poly(CUG) RNA binding | Muscleblind-like protein 1 (Homo sapiens), Q9NR56 | TR-FRET MBNL1-His/biotin-(CUG)12 binding, 665/545 ratio | Potency, µM (series often up to 57.5 µM), without a hit: top-dose activity change, negative = inhibition, actives largely listed as inhibitors | 280,000 tested, 0.036% active; active = well fitted inhibition curve with a large enough effect in the signal ratio, with a control signal flat, not every such curve was filed as active; inconclusive = small, poorly fitted or top-dose-only effect, or effect the other way, or a change in a side signal; inactive = no such curve, though single readings can be large or run the other way; the % refers to the signal ratio; note: % is set by controls: 0 for no effect and ±100 for the full control effect
#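 TR-FRET between His-tagged MBNL1 and biotin-(CUG)12 RNA, detected with Tb anti-His antibody (0.055 ng/ul) and streptavidin-XL665 (5 nM), 60 min at room temperature. Compounds titrated 92 nM to 58 uM; 665/545 nm ratio normalized to buffer and complex controls.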
# MLL CXXC-DNA inh: qHTS Fluorescence Polarization Assay for Inhibitors of MLL CXXC domain - DNA interaction. Histone-lysine N-methyltransferase 2A (Homo sapiens), Q03164. MLL-CXXC / FITC-HOXA9 DNA fluorescence polarization. Potency, µM (top dose mostly 115 µM), for inactives: top-dose activity change, negative = inhibition, hits mostly inhibitors. 290,000 tested, 0.037% active. AID 2662, 2010; active = well fitted inhibition curve with a large enough effect in the polarisation, with a control signal flat, not every such curve was filed as active; inconclusive = small, poorly fitted or top-dose-only effect, or effect the other way, or a change in a side signal; inactive = no such curve, though single readings can be large or run the other way; the % refers to the polarisation
#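 Purified MLL-CXXC (added from a 7 uM solution) was preincubated 5 min at ambient with pinned compounds in 50 mM Tris-HCl pH 7.5, 50 mM NaCl, 1 mM DTT, 0.05% BSA. Fluorescein-labeled HOX-A9 DNA (50 nM solution) followed, 30 min, then polarization read.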
# BRCA1 expr up: qHTS Assay to Identify Small Molecule Activators of BRCA1 Expression; MCF7-BRCA1-FFLuc reporter, luminescence, 48 h; response scale: scaled: vehicle 0%, 10 µM genistein 100%; Potency, µM (doses to about 46.1 µM), for the others: at the top dose activation, actives largely listed as activators; 380,000 tested, 1.1% active; AID 624202, 2012; note: nearly all actives have a fitted effect of over 80% in size; some results filed as inactive show a strong effect at the top dose
#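 Quantitative HTS in MCF7 cells stably reporting BRCA1 expression via firefly luciferase. Compound treatment lasts 48 h at 37 °C in phenol-red free MEM. Activation is expressed relative to genistein at 10 microM and DMSO.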
# uPA surface inh: qHTS for Inhibitors of Cell Surface uPA Generation | cell surface uPA generation assay, qHTS | Potency, µM (top dose mostly 38.3 µM), for inactives: top-dose activity change, negative = inhibition, usual class: inhibitors | 330,000 tested, 0.31% active; active = well fitted inhibition curve with a large enough effect; inconclusive = small, poorly fitted or top-dose-only effect; inactive = no such curve, though single readings can be large or run the other way; tested in mouse RAW 264.7 cells; note: % is set by controls: 0 for no effect and ±100 for the full control effect; nearly all actives have a fitted effect of over 55% in size
# FLuc modulator: qHTS profiling assay for firefly luciferase inhibitor/activator using purifed enzyme and Km concentrations of substrates (counterscreen for miR-21 project). purified FLuc, Km substrates, luminescence inhibition. Potency, µM (doses to about 57.5 µM), for inactives: at the highest dose activity change, negative = inhibition, hits mostly inhibitors. 360,000 tested, 6.9% active;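 note: plate controls were vehicle for no effect and reference inhibitor for full effect; nearly all actives have a fitted effect of over 55% in size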
# Target sequence (P08659 whole entry, looked up): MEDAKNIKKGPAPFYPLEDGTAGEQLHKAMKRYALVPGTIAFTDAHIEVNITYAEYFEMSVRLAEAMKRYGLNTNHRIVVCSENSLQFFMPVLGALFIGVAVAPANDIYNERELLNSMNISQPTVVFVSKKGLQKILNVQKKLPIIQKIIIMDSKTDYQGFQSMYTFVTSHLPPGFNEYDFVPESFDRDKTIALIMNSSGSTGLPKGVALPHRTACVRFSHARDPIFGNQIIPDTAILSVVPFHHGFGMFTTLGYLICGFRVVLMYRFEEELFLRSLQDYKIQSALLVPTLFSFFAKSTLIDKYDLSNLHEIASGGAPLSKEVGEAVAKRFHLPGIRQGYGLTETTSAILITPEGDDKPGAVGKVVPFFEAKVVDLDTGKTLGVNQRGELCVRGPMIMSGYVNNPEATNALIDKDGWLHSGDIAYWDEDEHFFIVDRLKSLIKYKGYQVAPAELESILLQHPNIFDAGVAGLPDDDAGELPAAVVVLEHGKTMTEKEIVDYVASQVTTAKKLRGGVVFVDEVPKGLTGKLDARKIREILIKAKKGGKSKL
#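 Biochemical qHTS of compounds, final roughly 60 µM downward over six points, against 10 nM purified firefly luciferase using Km concentrations of substrates (10 uM D-luciferin, 10 uM ATP) in Tris acetate pH 7.5 buffer; luminescence output.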
# * marks the source's active call; other numbers are inactive results; ? = inconclusive; nt = no result given; & = joins results of further samples; [ ] = dose if it differs, or a comment. Unless noted, calls come from the whole dose curve; as a rule, active = well fitted curve in the direction sought with a large enough effect; inconclusive = small, poorly fitted or top-dose-only effect, or another doubt; inactive = no such curve, though single readings can be large; an effect the other way counts as inactive or inconclusive. Potency is the fitted concentration of half-maximal effect. A portion of the library (hit frequency here may not be typical).
# A first look:
SMILES,NPC1 prom act,Rab9 promoter act,RORgamma inh,VP16 counter,ELG1 genotox,p53 reactivator,MBNL1 CUG block,MLL CXXC-DNA inh,BRCA1 expr up,uPA surface inh,FLuc modulator
Cc1cc(Cl)ccc1OCC(=O)NNC(=O)C1CCCO1 (configuration not stated),0%,-5%,29%,14%,11%,0%,-5%,-4%,-5%,-3%,-14%
c1ccc(OCCSc2nnnn2C2CCCCC2)cc1,0.56µM*,1µM*,-20%,-24%,?,?,-7%,3%,?,-2%,2.1µM*

# The list itself, from the first entry:
SMILES,NPC1 prom act,Rab9 promoter act,RORgamma inh,VP16 counter,ELG1 genotox,p53 reactivator,MBNL1 CUG block,MLL CXXC-DNA inh,BRCA1 expr up,uPA surface inh,FLuc modulator
Cc1cc(Cl)ccc1OCC(=O)NNC(=O)C1CCCO1 (configuration not stated),0%,-5%,29%,14%,11%,0%,-5%,-4%,-5%,-3%,-14%
c1ccc(OCCSc2nnnn2C2CCCCC2)cc1,0.56µM*,1µM*,-20%,-24%,?,?,-7%,3%,?,-2%,2.1µM*
c1ccc(-c2nc3ccccc3o2)nc1,?,?,-11%,-13%,?,28%,3%,-4%,84%,0%,?
CSCCC(NC(N)=O)C(=O)N(C)CC(=O)Nc1cc(C)ccc1C (configuration not stated),2%,-4%,26%,1%,-2%,-3%,-1%,-5%,-10%,0%,4%
C(=C\n1nnc2ccccc21)/c1ccccn1,2µM*,1.1µM*,nt,nt,?,?,nt,nt,1%,?,4.3µM*
Cc1ccc(N(CC(=O)Nc2ccccc2-c2ccccc2)S(=O)(=O)c2ccccc2)c(C)c1,-3%,2%,-6%,?,4%,2%,-3%,5%,-19%,-12%,0%
COc1ccc(NC(=O)Nc2ccc3c(c2)OCO3)c(C)c1,?,?,1%,0%,?,?,-2%,-6%,?,0%,-16%
Cn1cc(CCNC(=O)C2CCC(=O)N(CCc3ccc(Cl)cc3)C2)cn1 (configuration not stated),1%,4%,-13%,-8%,0%,4%,-3%,14%,-10%,-5%,0%
CN(C(=O)CCNC(=O)Cn1cnc2ccccc2c1=O)c1ccccc1F,2%,-2%,1%,-15%,-1%,-2%,-1%,3%,-1%,-1%,-1%&0%
CC(=O)/C(=N/Nc1ccc([N+](=O)[O-])cc1)N1CCCc2ccccc21,-3%,0%,?,-1%,-6%,0%,-1%,-1%,-43%,2%,4%
C=CCn1c(SCC(=O)c2cc(C)n(C(C)COC)c2C)nc2sc(C)c(C)c2c1=O (configuration not stated),-6%,-5%,?,8%,-31%[inhibitor],-23%,1%,11%,-40%,nt,-8%
COc1ccc(-n2cnnc2SCC(=O)N2CCN(S(=O)(=O)c3ccccc3)CC2)cc1,2%,-4%,-12%,?,-6%,-3%,-11%,19%,-3%,10%,9%
Cc1cccc(C(=O)n2c(=S)nc3ccccn32)c1,0.56µM*,0.45µM*,2.5µM*,3.2µM*,?,?,?,-4%,?,-10%,0.48µM*
CC(C)OCCCn1c(SCC(=O)N2CCc3ccccc32)nc2ccccc2c1=O,-4%,0%,30%,-24%,-1%,-9%,10%,-1%,1%,9%,4%
COc1ccc(NC(=O)Nc2nnc(CC(=O)NCc3ccccc3)s2)cc1,-1%,4%,11%,0%,?,2%,-8%,16%,17%,5%,1%
COC(=O)c1cccc(NC(=O)Cc2coc3cc(OC)ccc23)c1,21%,?,?,-8%,0%,10%,-5%,-1%,7%,-7%,17µM*
Cc1ccc(NC(=S)NC(=O)c2ccc(Br)o2)c(C)c1,?,2.8µM*,2.2µM*,?,?,25%,-3%,4%,4µM*,-3%,9.5µM*
Cc1cc(C)cc(-n2ccnc2SCC(=O)Nc2ccc3c(c2)OCCO3)c1,-1%,-8%,-1%,-11%,-6%,-6%,-2%,12%,-10%,0%,-3%
CNC(=O)c1ccc(-c2sc3nc(N4CCOCC4)c4c(c3c2N)CCCC4)o1,-2%,6%,-11%,3%,4%,-16%,?,1%,-52%,-4%,-2%
O=C(N/N=C/C1CC=CCC1)c1ccc(O)cc1O (configuration not stated),-1%,3%,1.1µM*,2.8µM*,0%,13%,4%,-3%,-2%,6%,19µM*
CCN(Cc1ccccc1)C(c1cc2cc(C)ccc2[nH]c1=O)c1nnnn1CCOC (configuration not stated),-7%,6%,-7%,-13%,1%,-4%,?,-3%,-20%,2%,0%
C/C(=N\S(=O)(=O)c1ccc(C)cc1)Nc1cc(C(C)C)c(O)cc1C,-3%,-8%,23%,4%,1%,-14%,-6%,-1%,-30%,5%,3%
O=C(Cc1ccccc1)NCc1ccncc1,-3%,0%,6.3µM*,?,14%,5%,-9%,9%,18%,4%,?
CCN(CC)S(=O)(=O)c1ccc2c(c1)nc(CCC(=O)OCC(=O)Nc1c(F)cccc1F)n2C,0%,0%,-2%,6%,1%,-14%,-4%,5%,-5%,6%,-1%
CC(C)(O)C#Cc1ccc(C(=O)NC2CCCCC2)s1,29%,?,15%,?,?,5%,2%,11%,11µM*,3%,?
CC1=C(C#N)C(=O)N(C2CCS(=O)(=O)C2)C(=O)/C1=C\c1ccc(C)o1 (configuration not stated),29%,20%,7%,-2%,0%,0%,?,?,nt,nt,?
COc1cc(Cl)cc(C=O)c1OCC(=O)O,-1%,-1%,-19%,-9%,4%,0%,-8%,-4%,0%,0%,-3%
COc1ccc(CN(C(=O)c2cccs2)c2nccs2)cc1OC,1%,-7%,-21%,3%,-9%,-1%,-8%,-2%,-36%,-9%,1%
COc1ccc(CCN2CC(C(=O)Nc3ccccc3F)CC2=O)cc1OC (configuration not stated),1%,-1%,nt,nt,5%,-2%,nt,nt,-7%,2%,-11%
CN=c1oc2ccc(Cl)cc2cc1C(N)=O,0%,-6%,-20%,-2%,-6%,2%,?,0%,-26%,9%,0%
O=C(O)CC1(CC(=O)NCc2ccc(-c3cccs3)cc2)CCCCC1,1%,-2%,?,?,-3%,0%,nt,9%,18%,-1%,?
O=C(CSc1nc2ccccc2c(=O)n1-c1ccccc1Cl)NCC1CCCO1 (configuration not stated),0%,-3%,nt,nt,4%,-9%,nt,nt,-21%,5%,2%
CCN(c1ccccc1)P(=O)(Nc1ccccc1)Nc1ccccc1,2%,-2%,-20%,0%,-4%,-3%,-1%,-3%,-19%,3%,-2%
O=C(c1ccc(Cl)cc1)c1coc2ccc(O)cc12,?,?,6%,?,13%,?,-10%,7%,4µM*,1%,3.8µM*
COc1ccc(-c2cc(C(=O)NCCCN3CCOCC3)no2)cc1,1%,-1%,-20%,-2%,9%,2%,-8%,15%,-26%,-6%,?
Cc1ccc2c(C)nc(Nc3nc(CSc4nnc(C)s4)cc(=O)[nH]3)nc2c1,-1%,-7%,?,?,3%,3%,0%,3%,-17%,nt,-13%
Cc1c(NS(=O)(=O)c2ccccc2)c(=O)n(-c2ccccc2)n1C,-1%,-3%,8%,2%,-1%,4%,1%,6%,0%,2%,3%
O=C(NC(=O)N1CCN(c2ccc([N+](=O)[O-])cn2)CC1)c1ccccc1F,0%,0%,2%,-2%,-5%,-5%,7%,-4%,-15%,10%,-1%
Cc1nc(-c2noc(-c3cccc(Cl)c3)n2)c(C(F)(F)F)o1,5%,2%,23%,-1%,3%,15%,nt,34%,32%,3%,?
CCOc1ccc2[nH]c(=O)c(CN(Cc3ccc(F)cc3)C(=O)c3ccco3)cc2c1,-14%,-6%,?,-28%,-14%,-27%,-7%,12%,-55%,-13%,0%
O=S(=O)(c1ccc2ccccc2c1)N1CCN(C2CCN(Cc3ccccc3)CC2)CC1,-3%,-1%,-1%,12%,-7%,2%,3%,10%,-51%,nt,1%
NC/C=C\C(=O)O,8%[46.1 µM],4%[46.1 µM],-12%,-3%,nt,nt,nt,-5%,nt,nt,nt
COc1ccc(CNC(=O)c2nc(S(=O)(=O)Cc3ccccc3)ncc2Cl)cc1,-27%,-1%,5.6µM*,3.5µM*,-14%,-21%,-1%,21%,-95%,-14%,-1%&-16%
Cc1ccc(C(=O)OCC(=O)NC2CCCc3ccccc32)o1 (configuration not stated),-2%,-1%,nt,nt,0%,-3%,nt,nt,1%,2%,nt
